# Screening data: PubChem BioAssay, National Center for Advancing Translational Sciences (NCATS)
# TRPV1 ag = human TRPV1 agonism | actives 0.19% (n = 320,000) | activation, % at 8.33 µM | AID 540275 | TRPV1-expressing cells, Fluo-8 calcium influx, agonist mode; in the data active = activation above about 80%; inconclusive = between about 30% and that limit; note: 0% is about no effect
#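 Cells expressing TRPV1 were dye-loaded with Fluo-8 and read kinetically: 10 s baseline, 3 min after compound (agonist portion), then 2 min after EC20 capsaicin (allosteric enhancer portion). Calcium-bound dye fluorescence at 480/520 nm.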
# TCR activator = activates T cell receptor signaling; primary human leukocytes, anti-CD3, IL-2 HTRF, 48 h; Potency, µM (highest dose often 9.22 µM), for the others: at the top dose activation of IL-2 secretion, hits mostly activators; 330,000 tested, under 10 active; AID 504894; note: % of control where 0% means no effect
#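 Readout: HTRF IL-2, Eu-cryptate/d2 antibody pair, 320nm excitation, 665nm emission. Stimulus: a-CD3 beads, no co-stimulation. Cells: primary human leukocytes. Exposure: 48 hr with compound.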
# CXXC DNA block = blocks binding of human MLL CXXC domain to DNA | MLL-CXXC / FITC-HOXA9 DNA fluorescence polarization | Potency, µM (doses to about 115 µM), for inactives: at the top dose activity change, negative = inhibition, usual class: inhibitors | actives 0.037% (n = 290,000) | AID 2662; active = well fitted inhibition curve with a large enough effect in the polarisation, with a control signal flat, not every such curve was filed as active; inconclusive = small, poorly fitted or top-dose-only effect, or effect the other way, or a change in a side signal; inactive = no such curve, though single readings can be large or run the other way; the % refers to the polarisation; note: potency is the fitted concentration of half-maximal effect
#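 Purified MLL-CXXC (added from a 7 uM solution) was preincubated 5 min at ambient with pinned compounds in 50 mM Tris-HCl pH 7.5, 50 mM NaCl, 1 mM DTT, 0.05% BSA. Fluorescein-labeled HOX-A9 DNA (50 nM solution) followed, 30 min, then polarization read.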
# B2AR arrestin = recruits beta-arrestin to the human beta2-adrenergic receptor; P07550; Potency, µM (series often up to 46.1 µM), without a hit: top-dose activation, hits mostly activators; AID 492947; actives 0.02% (n = 330,000); beta-arrestin recruitment to beta2AR, cell-based reporter;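 note: potency is the fitted concentration of half-maximal effect; 0% = DMSO controls and full agonism = EC100 isoproterenol or metaproterenol; nearly all actives have a fitted effect of over 65% in size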
# Target sequence (P07550 whole entry, looked up): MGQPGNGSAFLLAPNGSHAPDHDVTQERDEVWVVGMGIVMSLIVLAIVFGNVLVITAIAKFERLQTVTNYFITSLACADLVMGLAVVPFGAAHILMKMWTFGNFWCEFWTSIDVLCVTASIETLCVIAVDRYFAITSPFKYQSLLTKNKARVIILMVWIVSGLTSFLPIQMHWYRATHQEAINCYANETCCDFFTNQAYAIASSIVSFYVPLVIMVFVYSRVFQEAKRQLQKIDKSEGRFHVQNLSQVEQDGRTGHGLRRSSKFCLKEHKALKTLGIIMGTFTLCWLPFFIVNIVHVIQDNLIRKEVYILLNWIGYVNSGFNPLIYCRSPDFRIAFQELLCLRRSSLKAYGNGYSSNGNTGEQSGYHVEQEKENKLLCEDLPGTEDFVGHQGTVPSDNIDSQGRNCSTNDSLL
# Integrin act MD = integrin-mediated muscular dystrophy alleviation activation; actives 0.064% (n = 350,000); AID 624291; Potency, µM (titrated, usually from 38.3 µM), inactives show top-dose activation, usual class: activators; alpha7betagal myoblasts, beta-gal FDG fluorescence, 48 h;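 note: potency is the fitted concentration of half-maximal effect; 100% = response of the positive control SU9516; nearly all actives have a fitted effect of over 60% in size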
#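 Alpha7betagal+/- myoblasts (passage 13) were plated 16-24 hr, then exposed to compounds (1:260 dilution of DMSO stock) for 48 hours at 37C. After MPER lysis, β-galactosidase reporter activity was read as FDG fluorescence (ex 480/em 540) after 30 minutes.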
# p53 reactivator = restores transcriptional activity of mutant p53 | Potency, µM (top dose mostly 92.2 µM), inactives show at the top dose activity change, positive = activation, most hits filed as activators | actives 0.063% (n = 320,000) | H1299 p53-A138V BP100-luciferase reporter, luminescence, 24 h; note: potency is the fitted concentration of half-maximal effect; % of control where 0% means no effect; nearly all actives have a fitted effect of over 45% in size
#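 H1299 (p53-null), stable ts p53-A138V + BP100-Luc; 1000 cells/well, Opti-MEM/10% FBS; cpd 4 pt, 1:5; 24 h, 37 deg C, 5% CO2; detection reagent 10 min RT; luminescence.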
# AT treatment = potential ataxia-telangiectasia treatments restoring KAP-1 phosphorylation | […] A-T fibroblasts, KAP-1 phosphorylation AlphaLISA; neocarzinostatin DNA damage 30 min before lysis | Potency, µM (titrated, usually from 57.5 µM), without a hit: top-dose activation, actives largely listed as activators | actives 0.19% (n = 320,000) | AID 485349; note: potency is the fitted concentration of half-maximal effect; % of control where 0% means no effect; nearly all actives have a fitted effect of over 45% in size
#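 ATM-like activity read as KAP-1 phosphorylation via AlphaLISA donor/acceptor antibody pairs after lysis and 6 hr at 25C. Cells were ATM-null patient fibroblasts ([…], hTERT), dosed 60 min, then exposed to the DSB inducer NCS for 30 min.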
# BRCA1 expr act = increases BRCA1 expression; MCF7-BRCA1-FFLuc reporter, luminescence, 48 h; response scale: scaled: vehicle 0%, 10 µM genistein 100%; Potency, µM (series often up to 46.1 µM), for the others: at the highest dose activation, actives largely listed as activators; actives 1.1% (n = 380,000); AID 624202; note: potency is the fitted concentration of half-maximal effect; nearly all actives have a fitted effect of over 80% in size; some results filed as inactive show a strong effect at the top dose
#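 Quantitative HTS in MCF7 cells stably reporting BRCA1 expression via firefly luciferase. Compound treatment lasts 48 h at 37 °C in phenol-red free MEM. Activation is expressed relative to genistein at 10 microM and DMSO.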
# PTAP TSG101 blk = blocks PTAP/TSG101 interaction to inhibit HIV-1 budding | Q99816 | Fluorescence polarization, FITC-PTAP peptide / Tsg101 binding | Potency, µM (highest dose often 115 µM), for inactives: at the highest dose activity change, negative = inhibition, usual class: inhibitors | 340,000 tested, under 10 active | AID 493005; active = well fitted inhibition curve with a large enough effect in the main read-out, with a control signal flat, not every such curve was filed as active; inconclusive = small, poorly fitted or top-dose-only effect, or effect the other way, or a change in a side signal; inactive = no such curve, though single readings can be large or run the other way; note: potency is the fitted concentration of half-maximal effect; % of control where 0% means no effect
# Target sequence (Q99816 whole entry, looked up): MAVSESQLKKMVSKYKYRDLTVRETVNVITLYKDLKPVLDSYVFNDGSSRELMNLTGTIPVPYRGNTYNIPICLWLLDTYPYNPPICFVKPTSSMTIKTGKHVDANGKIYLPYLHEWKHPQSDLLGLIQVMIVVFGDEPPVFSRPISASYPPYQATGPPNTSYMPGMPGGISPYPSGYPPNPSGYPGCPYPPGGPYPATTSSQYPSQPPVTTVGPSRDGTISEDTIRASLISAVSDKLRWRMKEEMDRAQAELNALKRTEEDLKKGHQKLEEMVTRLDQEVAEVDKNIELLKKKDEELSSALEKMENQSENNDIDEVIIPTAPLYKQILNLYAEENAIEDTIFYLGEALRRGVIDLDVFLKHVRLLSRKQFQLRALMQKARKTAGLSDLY
#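 FP read-out: FITC-PTAP peptide, 50 nM final, binding Tsg101 binding domain, 10 uM final; 20 min, r.t.; 10 mM HEPES pH 7.5, 0.15 M NaCl, 0.01% Tween 20, 3 mM EDTA, 0.1 mM TCEP.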
# ELG1 repair inh = blocks ELG1-dependent DNA repair in HEK293T cells; Potency, µM (highest dose often 46.1 µM), inactives show at the highest dose activity change, negative = inhibition, hits mostly inhibitors; HEK293T ELG1-luciferase reporter, luminescence, 16 h; DNA damage induced by 5-fluorouridine; AID 504467; actives 2.3% (n = 330,000); note: potency is the fitted concentration of half-maximal effect; % is set by controls: 0 for no effect and ±100 for the full control effect; nearly all actives have a fitted effect of over 55% in size
#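 Luminescence from the luciferase reporter, measured 30 min after ONE-Glo reagent at room temperature, was the read-out. Beforehand, 2,000 cells per well were exposed for 16 hr at 37 °C to 5-fluorouridine together with compound or vehicle.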
# The depositor's hits bear a star; ? = inconclusive; . = no result given; [ ] = another dose, or the depositor's remark. Unless noted, calls come from the whole dose curve; as a rule, active = well fitted curve in the direction sought with a large enough effect; inconclusive = small, poorly fitted or top-dose-only effect, or another doubt; inactive = no such curve, though single readings can be large; an effect the other way counts as inactive or inconclusive. No enrichment for hits, and some 3.8% of all compounds hit somewhere here.
SMILES,TRPV1 ag,TCR activator,CXXC DNA block,B2AR arrestin,Integrin act MD,p53 reactivator,AT treatment,BRCA1 expr act,PTAP TSG101 blk,ELG1 repair inh
Cc1cccc(C)c1NC(=S)N(Cc1ccccc1)Cc1cccs1,0,1%,-1%,-0.2%,-6%,-2%,3%,-26%,-4%,?
COc1ccccc1N1CC(C(=O)NCCN2C(=O)S/C(=C\c3cccnc3)C2=O)CC1=O (centres undefined),-2,1%,.,-0.1%,8%,2%,11%,-12%,-2%,0%
Cc1ccc(C)c(S(=O)(=O)N/N=C/c2ccc(C(=O)O)cc2)c1,-1,2%[46.1 µM],4%,-3.0%,3%,8%,0%,-8%,-8%,1%
Cn1c2ccccc2c2nnc(SCC(=O)Nc3ccccc3F)nc21,-2,-5%,12%,-0.5%,6%,.,-3%,-16%,1%,14%
Cc1nc2c(c(=O)n1Cc1ccco1)c1nc3ccccc3nc1n2Cc1ccccc1,2,.,5%,0.1%,.,2%,-3%,.,.,?
CC(OC(=O)C1=COCCO1)C(=O)Nc1ccccc1C#N (centres undefined),2,0%,10%,-0.2%,0%,1%,-14%,-15%,0%,-2%
CCCCOc1ccc(/C=N/Nc2cc(N3CCOCC3)nc(C)n2)cc1,-7,.,1%,5.0%,33%,-4%,14%,6%,0%,?
Cc1cccc(NC(=O)CSc2nc(C3CC3)nc3ccccc23)c1,1,4%,-2%,0.4%,-25%,-4%,13%,-9%,0%,?
O=C(CC(C(=O)O)c1ccc(Cl)cc1)c1ccc(Br)cc1 (centres undefined),-1,3%,50%[activator],0.2%,2%,-4%,-2%,-2%,-2%,-1%
O=C(C[n+]1cccc(/C=N/O)c1)N1CCCc2ccccc21,5,5%,-1%,-0.1%,-3%,-2%,-4%,6%,0%,26%
CC(C)NC(=O)N1CCC(c2nc3ccccc3s2)CC1,14,5%,12%,-0.4%,8%,-2%,-5%,1%,-5%,-6%
COc1ccc2c(Cl)c(-c3nnco3)sc2c1,.,-3%,33%[activator],0.4%,15%,4%,7%,37%,5%,13%
CSc1cccc(NC(=O)CN(C)S(=O)(=O)c2ccc(C)cc2)c1,28,-4%,-6%,-0.5%,-3%,4%,11%,-9%,-5%,-29%
COC(=O)CCC(=O)OC1(C)C(=O)C2=CN(Cc3ccccc3)C(c3ccc(OC)cc3)=CC2=C(Br)C1=O (centres undefined),.,-6%,.,.,14%,.,.,-10%,-5%,.
COc1ccc(C(=O)N(C)C2CCCN(Cc3ccccc3F)C2)cc1C (centres undefined),16,-3%,-3%,-0.4%,3%,-71%[inhibitor],-3%,-27%,-1%,3%
Cc1ccc(NNC(=O)c2ccno2)c(C)c1,-3,2%,0%,3.1%,-24%,7%,-1%,-17%,3%,13µM*
CCOC(=O)N1CCC(Nc2nc(OC)nc(OC)n2)CC1,2,5%,-15%,-0.9%,14%,3%,.,3%,-4%,8%
O=C(CN1CCOCC1)NNC(=S)Nc1ccccc1,-8,-10%,-4%,-0.7%,-2%,11%,2%,0%,-3%,-9%
Cc1ccnn1-c1ccc(C(=O)OCC(=O)Nc2ccc(F)cc2)cc1,8,2%,.,-0.3%,?,22%,-4%,33%,-4%,?
CCOC(=O)CNC(=O)c1sc(NC(=O)c2ccccc2)nc1C,2,-7%[46.1 µM],-7%,-0.8%,7%,?,.,50%,-12%,28%
S=C1NC2=C(C(c3ccc(Br)cc3)N1)N1CCC2CC1 (centres undefined),-2,-14%,-1%,0.0%,?,-9%,5%,-16%,-3%,-3%
O=C(/C(C=Nc1ccc(Br)cc1)=C(/O)c1ccco1)C(F)(F)F,?,9%[46.1 µM],6%,0.0%,7%,?,-3%,?,0%,?
COc1cccc(/C=N/NC(=O)c2nnn(-c3nonc3N)c2C(C)C)c1OCc1ccc(F)cc1,2,2%,23%,-0.8%,20%,-5%,1%,-26%,-5%,?
OCCNCCCOc1ccc(Cl)cc1Br,3,-2%,4%,0.1%,-73%[inhibitor],-1%,-6%,13%,1%,?
O=C(NC1CCCCCCC1)c1cc(-c2ccccn2)nc2ccccc12,?,-1%,-7%,-0.2%,-14%,-4%,-1%,-28%,0%,-16%
O=C(COC(=O)C1=COCCO1)Nc1ncc(Cl)cc1Cl,-1,-4%,.,-0.2%,14%,-3%,-11%,-45%,-2%,12%
CCOc1cccc(-c2nnc3sc(COc4ccc(Cl)cc4)nn23)c1,6,2%,-3%,-0.4%,0%,-1%,-1%,-29%,1%,1%
Cn1c(SCC(=O)c2ccc(F)cc2)ncc(C(=O)Nc2ccccc2)c1=O,0,-3%,.,0.3%,0%,1%,2%,-25%,0%,?
COc1cccc(C(=O)Nc2cc(NC(=O)c3cccs3)ccc2C)c1,7,-3%,-1%,-0.4%,-20%,-5%,4%,-22%,-6%,?
CCOC(=O)c1sc(NC(=O)c2cc(-c3ccc(C)cc3)nc3ccccc23)c(C#N)c1C,-1,3%,-5%,0.4%,-8%,2%,-1%,-11%,0%,?
CCCNC(=O)CCn1c(=S)oc2ccccc21,0,3%,-4%,-0.6%,-28%,2%,-2%,-1%,-5%,-6%
CCOC(=O)Cn1c(-c2cccnc2Cl)nc2cc(C)c(C)cc21,8,-1%,14%,-0.6%,13%,-28%,-1%,9%,-2%,5%
Cc1ccccc1CS(=O)(=O)Cc1ccc(C(=O)NC2CCCCC2)o1,2,9%,1%,-0.2%,31%,-6%,3%,-7%,-7%,-18%
O=C(NCc1ccccc1Cl)c1cc2ccccc2oc1=O,2,.,-8%,0.1%,1%,.,-5%,4%,-3%,0%
Cc1ccc(NS(=O)(=O)c2ccc(-c3ccc(=O)[nH]n3)o2)c(C)c1,18,-2%,15%,-0.8%,?,5%,1%,0%,-3%,11%
S=C1NCN(CCc2ccccc2)CN1Cc1ccccc1,-2,-9%,22%,0.3%,?,0%,-12%,1%,-1%,0%
COC(=O)CN(C)C(=O)c1ccc(OC)c(OC2CCN(C(C)C)CC2)c1,-3,-6%,10%,-0.7%,25%,.,4%,3%,-6%,17%
COc1ccc(-c2cn(CCC(=O)O)c(-c3ccc(Cl)nc3)n2)cc1,-1,-8%,.,0.3%,25%,1%,16%,-3%,-3%,13%
O=C(NCCNS(=O)(=O)c1cccc(C(F)(F)F)c1)c1cc(OCC(F)(F)F)ccc1OCC(F)(F)F,28,.,9%,-0.2%,4%,-7%,12%,7%,2%,-1%
CCN1CCN(c2ccc(Cl)cc2NC(=O)c2ccc(-n3nc(C)cc3C)cc2)CC1,-1,2%,.,-0.2%,-70%[inhibitor],-5%,2%,-2%,-1%,15µM*

# No new results follow: entries from further up.
SMILES,TRPV1 ag,TCR activator,CXXC DNA block,B2AR arrestin,Integrin act MD,p53 reactivator,AT treatment,BRCA1 expr act,PTAP TSG101 blk,ELG1 repair inh
CCOC(=O)Cn1c(-c2cccnc2Cl)nc2cc(C)c(C)cc21,8,-1%,14%,-0.6%,13%,-28%,-1%,9%,-2%,5%
Cc1ccccc1CS(=O)(=O)Cc1ccc(C(=O)NC2CCCCC2)o1,2,9%,1%,-0.2%,31%,-6%,3%,-7%,-7%,-18%

# Additional compounds follow:
SMILES,TRPV1 ag,TCR activator,CXXC DNA block,B2AR arrestin,Integrin act MD,p53 reactivator,AT treatment,BRCA1 expr act,PTAP TSG101 blk,ELG1 repair inh
Cc1c(C)n(-c2ccc(Cl)cc2)c2ncnc(N)c12,-1,4%,4%,-0.7%,?,1%,1%,5%,-3%,?
COc1ccc(CCNC(=O)c2ccc3c(c2)N(Cc2ccc(F)cc2)CCS3)cc1OC,17,1%,13%,-1.1%,-2%,-6%,-3%,-47%,0%,26µM*
COc1ccc(OC(C)C(=O)NCCC2=CCCCC2)cc1 (centres undefined),?,-2%,-8%,0.1%,-23%,0%,5%,8%,2%,-10%
CCCc1cc(NCC2CCCO2)n2c(nc3ccccc32)c1C#N (centres undefined),13,3%,-3%,0.5%,-3%,-2%,19%,-17%,-4%,23µM*
Cc1cc(N2CCOCC2)nc2ccc(NC(=S)NC(C)C)cc12,3,7%,-5%,0.4%,14%,4%,7%,13%,-7%,0%
O=C(Nc1ncc2c(n1)-c1ccccc1OC2)c1ccc(Cl)cc1Cl,-1,1%,15%,-1.2%,-3%,-5%,-2%,-1%,1%,-3%
COc1ccc(S(=O)(=O)Nc2nnc(C)s2)cc1,-2,-6%,-1%,-1.6%,-2%[7.66 µM],30%,.,-6%,-8%,11%
COc1ccc(OCc2cccc(C(=O)NN)c2)cc1,9,-2%[46.1 µM],16%,8.7%,-15%,?,-9%,?,-2%,?
COc1ccccc1NC(=O)CN(C)S(=O)(=O)c1ccc(F)cc1,2,-1%,3%,0.2%,-6%,-3%,10%,1%,-6%,3%
CC(C)(C)c1ccc(C(=O)NC(=O)COC(=O)CCS(=O)(=O)c2ccccc2)cc1,-2,7%,.,-0.5%,13%,5%,-2%,3%,0%,?
